hcGAS inh = blocks human cGAS activity; Q8N884; recombinant h-cGAS, ATP depletion, Kinase-Glo luminescence; inhibition, % at 12.5 µM; hit rate 0.081% among 290,000; AID 1259398;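 note: 0% = vehicle reaction and 100% = reaction without DNA for no activity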
Target sequence (Q8N884 whole entry, looked up): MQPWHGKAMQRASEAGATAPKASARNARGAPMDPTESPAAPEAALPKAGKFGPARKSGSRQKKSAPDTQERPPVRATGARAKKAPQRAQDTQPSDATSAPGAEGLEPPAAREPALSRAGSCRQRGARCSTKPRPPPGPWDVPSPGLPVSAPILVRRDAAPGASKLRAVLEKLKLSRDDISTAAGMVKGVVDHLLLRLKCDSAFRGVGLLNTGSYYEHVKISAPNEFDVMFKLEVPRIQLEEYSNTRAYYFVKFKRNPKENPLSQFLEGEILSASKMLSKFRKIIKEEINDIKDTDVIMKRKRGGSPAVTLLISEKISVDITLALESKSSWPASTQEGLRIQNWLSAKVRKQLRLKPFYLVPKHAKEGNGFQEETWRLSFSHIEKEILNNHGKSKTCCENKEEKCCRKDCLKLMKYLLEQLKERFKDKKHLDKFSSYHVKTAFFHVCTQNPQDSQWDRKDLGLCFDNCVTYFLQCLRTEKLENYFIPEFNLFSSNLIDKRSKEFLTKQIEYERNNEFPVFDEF
mcGAS inh = blocks mouse cGAS activity | Q8C6L5 | recombinant cGAS, Kinase-Glo ATP depletion luminescence | inhibition, % at 12.5 µM | hit rate 0.15% among 160,000 | AID 1259399;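 note: 0% = negative control wells and 100% = reference inhibitor with no enzyme activity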
NPYLR7 agonist = activates Aedes aegypti NPYLR7 receptor; activation, % at 10 µM; AID 1259423; HEK293T NPYLR7/Galpha15, GCaMP6s calcium fluorescence; hit rate 0.15% among 270,000; in the data active = activation above about 40%;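 note: 0% = vehicle and 100% = reference agonist at the receptor; some compounds past the cut are filed as inactive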
Numbers without * were called inactive; & = joins results of further samples. Cut-off read from the data, not from the text of the source, unless noted: active = inhibition above about 40%; inactive = the rest.

Sample of the layout, 15 compounds:
CCc1cc(=O)[nH]c(-n2nc(C)cc2NC(=O)C2CC(=O)N(c3ccc(OC)cc3)C2)n1 (stereo not given) was read as hcGAS inh -11, mcGAS inh -7 and NPYLR7 agonist 0.
CC1CN(C(=O)c2n[nH]c3c2CN(C(=O)C2CC2)CC3)CC(C)O1 (stereo not given) was read as hcGAS inh 2 and mcGAS inh -1.
For COc1cccc(CC(=O)N2CCC3(CC2)OCc2ccccc2O3)c1 the results were hcGAS inh -5, mcGAS inh -5 and NPYLR7 agonist 2.
Screening COc1cc2c(cc1OC)C(c1cccc(Cl)c1)N(C(=O)c1cc(C(F)(F)F)cc(C(F)(F)F)c1)CC2 (stereo not given) returned hcGAS inh -3, mcGAS inh -4 and NPYLR7 agonist 15.
`COc1cccc(-c2nc(C=Nc3cccc(Cl)c3)c(O)o2)c1` gave hcGAS inh -3 and NPYLR7 agonist -6.
`Cc1cc(SCc2nn(CN(C)C)c(=S)o2)nc(N2CCCC2)n1` gave hcGAS inh 2 and NPYLR7 agonist -3.
`O=C(Cn1[nH]c(=O)ccc1=O)N1CCCN(Cc2cccs2)CC1` gave hcGAS inh -3, mcGAS inh -14 and NPYLR7 agonist -1.
`Cc1oc(-c2cccc(Oc3ccccc3)c2)nc1CN1CCOC(CCN)C1` (stereo not given) gave hcGAS inh 2 and NPYLR7 agonist 9.
Cc1cccc(NC(=O)CC(=O)N(C)CCCN2CCCCCC2)c1C was read as hcGAS inh -1 and NPYLR7 agonist 4.
Screening CCOC(=O)c1cnc2cc(C(F)(F)F)ccc2c1Nc1c(C)n(C)n(-c2ccccc2)c1=O returned hcGAS inh -7, mcGAS inh -9 and NPYLR7 agonist 6.
`NCCc1cnn(Cc2ccccc2)c1` gave hcGAS inh -6 and NPYLR7 agonist 4.
`Cc1cc(C(C)CO)cc(C(C)(C)C)c1O` (stereo not given) gave hcGAS inh -7 and NPYLR7 agonist 1.
COc1ccc(-c2nnc(SCc3nc(-c4ccc(C)c(F)c4)no3)o2)cc1 was read as hcGAS inh 2, mcGAS inh 2 and NPYLR7 agonist 8.
`CCCc1cc(=O)[nH]c(SCc2nc3ccccc3o2)n1` gave hcGAS inh -1&3 and NPYLR7 agonist -1&-25.
Cn1ccsc1=NC(=O)C1CC1c1ccc(F)cc1 (stereo not given) was read as hcGAS inh 6 and NPYLR7 agonist 4.

Main list (from the top)
CCc1cc(=O)[nH]c(-n2nc(C)cc2NC(=O)C2CC(=O)N(c3ccc(OC)cc3)C2)n1 (stereo not given) was read as hcGAS inh -11, mcGAS inh -7 and NPYLR7 agonist 0.
CC1CN(C(=O)c2n[nH]c3c2CN(C(=O)C2CC2)CC3)CC(C)O1 (stereo not given) was read as hcGAS inh 2 and mcGAS inh -1.
For COc1cccc(CC(=O)N2CCC3(CC2)OCc2ccccc2O3)c1 the results were hcGAS inh -5, mcGAS inh -5 and NPYLR7 agonist 2.
Screening COc1cc2c(cc1OC)C(c1cccc(Cl)c1)N(C(=O)c1cc(C(F)(F)F)cc(C(F)(F)F)c1)CC2 (stereo not given) returned hcGAS inh -3, mcGAS inh -4 and NPYLR7 agonist 15.
`COc1cccc(-c2nc(C=Nc3cccc(Cl)c3)c(O)o2)c1` gave hcGAS inh -3 and NPYLR7 agonist -6.
`Cc1cc(SCc2nn(CN(C)C)c(=S)o2)nc(N2CCCC2)n1` gave hcGAS inh 2 and NPYLR7 agonist -3.
`O=C(Cn1[nH]c(=O)ccc1=O)N1CCCN(Cc2cccs2)CC1` gave hcGAS inh -3, mcGAS inh -14 and NPYLR7 agonist -1.
`Cc1oc(-c2cccc(Oc3ccccc3)c2)nc1CN1CCOC(CCN)C1` (stereo not given) gave hcGAS inh 2 and NPYLR7 agonist 9.
Cc1cccc(NC(=O)CC(=O)N(C)CCCN2CCCCCC2)c1C was read as hcGAS inh -1 and NPYLR7 agonist 4.
Screening CCOC(=O)c1cnc2cc(C(F)(F)F)ccc2c1Nc1c(C)n(C)n(-c2ccccc2)c1=O returned hcGAS inh -7, mcGAS inh -9 and NPYLR7 agonist 6.
`NCCc1cnn(Cc2ccccc2)c1` gave hcGAS inh -6 and NPYLR7 agonist 4.
`Cc1cc(C(C)CO)cc(C(C)(C)C)c1O` (stereo not given) gave hcGAS inh -7 and NPYLR7 agonist 1.
COc1ccc(-c2nnc(SCc3nc(-c4ccc(C)c(F)c4)no3)o2)cc1 was read as hcGAS inh 2, mcGAS inh 2 and NPYLR7 agonist 8.
`CCCc1cc(=O)[nH]c(SCc2nc3ccccc3o2)n1` gave hcGAS inh -1&3 and NPYLR7 agonist -1&-25.
Cn1ccsc1=NC(=O)C1CC1c1ccc(F)cc1 (stereo not given) was read as hcGAS inh 6 and NPYLR7 agonist 4.
`CCOC(=O)c1ncn2c(=O)c3c(C(=O)OCC)ncn3c(=O)c12` gave hcGAS inh -3 and NPYLR7 agonist 2.
For Cn1c(C(=O)NCC2CCCO2)cc2c(=O)n3ccccc3nc21 (stereo not given) the results were hcGAS inh -1 and NPYLR7 agonist 3.
CCCOC1OC(COC(C)=O)C(OC(C)=O)C(OC(C)=O)C1NC(C)=O (stereo not given) was read as hcGAS inh -6 and NPYLR7 agonist -5.
CCCc1cc(C(=O)OCC)nn1C1CCN(C(=O)CCCC(=O)OCC)CC1 was read as hcGAS inh -3, mcGAS inh -1 and NPYLR7 agonist 11.
Screening CCCCNC(=O)CN1CCN(C(=O)CCc2c(C)noc2C)CC1 returned hcGAS inh -7 and NPYLR7 agonist 5.
`CC(C)c1ccc(NC(=O)N(Cc2nc(C(=O)N3CCN(c4cccc(C(F)(F)F)c4)CC3)cs2)C(C)C)cc1` gave hcGAS inh -5, mcGAS inh -2 and NPYLR7 agonist 10.
For CC1CCN(C(=O)CCN2Cc3ccccc3C[C@H]2C(N)=O)C1 (stereo not given in full) the results were hcGAS inh -4, mcGAS inh -6 and NPYLR7 agonist 6.
Screening CC(C)OP(=O)(OC(C)C)C(N)CC12CC3CC(CC(C3)C1)C2 (stereo not given) returned hcGAS inh 5 and NPYLR7 agonist 4.
O=c1c2cnc3ncnn3c2ccn1CC1CCCO1 (stereo not given) was read as hcGAS inh -8 and NPYLR7 agonist 4.
For Cc1nnc(SCC(=O)c2c[nH]c(C(=O)N3CCCC3)c2)n1C the results were hcGAS inh -8, mcGAS inh -10 and NPYLR7 agonist 2.
For COc1cc(Br)c(C2C(C#N)=C(C)NC3=C2C(=O)CC(c2ccc(Cl)cc2)C3)cc1OC (stereo not given) the results were hcGAS inh -2, mcGAS inh -5 and NPYLR7 agonist -16.
CCSc1nnc(NC(=O)c2c(-c3c(Cl)cccc3Cl)noc2C)s1 was read as hcGAS inh -5, mcGAS inh -5 and NPYLR7 agonist 6.
O=C(C1CCCN(S(=O)(=O)N2CCOCC2)C1)N1CCCCCC1 (stereo not given) was read as hcGAS inh -4 and NPYLR7 agonist 2.
For O=C(COc1ccc([N+](=O)[O-])cc1Br)N=Nc1c(O)[nH]c2ccc([N+](=O)[O-])cc12 the results were hcGAS inh -7 and NPYLR7 agonist -2.
Screening Cc1cccc(-c2cc(N)n(-c3ccc(C(=O)N4CCCCC4)cc3)n2)c1 returned hcGAS inh 2, mcGAS inh -3 and NPYLR7 agonist 8.
O=C(/C=C/c1ccccc1)N1CCCN(c2nc(C3CCOCC3)nc3c2cnn3-c2ccccc2)CC1 was read as hcGAS inh -8, mcGAS inh -6 and NPYLR7 agonist 10.
`Cc1noc(-c2ccc(N3CCCC(CN4CCCC4=O)C3)nc2)n1` (stereo not given) gave hcGAS inh -9 and NPYLR7 agonist 4.
COc1ccc(Nc2nc(N3CCCC3)nc3[nH]ncc23)cc1 was read as hcGAS inh -11 and NPYLR7 agonist 3.
Screening N#C/C(=C\N1CCC(C(N)=O)CC1)S(=O)(=O)c1ccc(Cl)cc1 returned hcGAS inh -4 and NPYLR7 agonist 6.
Screening COc1ccc(-c2ccc(=O)n(Cc3cc(C)ccc3C)n2)cc1OC returned hcGAS inh -6 and NPYLR7 agonist 8.
NC(=O)c1ccc(CSc2nnc(Cc3ccccc3)n2-c2ccc(F)cc2)cc1 was read as hcGAS inh -1, mcGAS inh -3 and NPYLR7 agonist 19.
For Cc1ccoc1C(=O)Nc1cc(C(F)(F)F)cc(C(F)(F)F)c1 the results were hcGAS inh -6, mcGAS inh -17 and NPYLR7 agonist 4.
Screening CSc1ccc(CC(=O)N(CCn2cccn2)c2nc3c(F)cccc3s2)cc1 returned hcGAS inh 2, mcGAS inh -6 and NPYLR7 agonist -18.
Screening O=C(CCCSc1nnc(-c2ccc(Cl)cc2)n1-c1ccccc1)NC(c1ccccc1)c1ccccc1 returned hcGAS inh -13, mcGAS inh -7 and NPYLR7 agonist 22.
Screening CC(C)C(NC(=O)/C=C/c1cc(Br)ccc1F)c1nccn1C (stereo not given) returned hcGAS inh -5 and NPYLR7 agonist 3.
`CCOc1ccc(NC(=O)CSc2nc3[nH]ncc3c(=O)n2-c2ccccc2CC)cc1` gave hcGAS inh -9 and NPYLR7 agonist -1.
Screening C=CCn1c(C2CC(=O)N(CCc3ccccc3)C2)nc2ccccc21 (stereo not given) returned hcGAS inh -4 and NPYLR7 agonist 20.
COc1cc(N=c2scc(-c3ccccc3)n2-c2cccc(Oc3ccccc3)c2)cc(OC)c1 was read as hcGAS inh -6, mcGAS inh -4 and NPYLR7 agonist -9.
CC(CCc1ccco1)NC(=O)Cc1ccc(Cl)c(Cl)c1 (stereo not given) was read as hcGAS inh -1, mcGAS inh 0 and NPYLR7 agonist 0.
CC(C#N)c1cccc(C(=O)N2CCN(Cc3ccc(-c4noc(C5CCCC5)n4)cc3)CC2)c1 (stereo not given) was read as hcGAS inh -6, mcGAS inh -5 and NPYLR7 agonist 6.
For CC(C)c1c(C(=O)NCC2CCCO2)cnn1-c1cccc(F)c1 (stereo not given) the results were hcGAS inh -2, mcGAS inh -5 and NPYLR7 agonist 14.
For COc1cc(F)c(C(=O)N2CCOC(COCc3cccc(C(F)(F)F)c3)C2)c(F)c1 (stereo not given) the results were hcGAS inh -2, mcGAS inh -4 and NPYLR7 agonist 12.
COc1ccccc1N1CCN(c2ncccc2CNC(=O)C2CCNC2)CC1 (stereo not given) was read as hcGAS inh -10 and NPYLR7 agonist 13.
For CCOc1cnn(C)c(=O)c1Nc1cccc(C(=O)NCc2ccc(F)cc2)c1 the results were hcGAS inh 5, mcGAS inh -3 and NPYLR7 agonist 1.
CN1C(=O)c2ccccc2NC1C1CCCCC1 (stereo not given) was read as hcGAS inh -3, mcGAS inh -14 and NPYLR7 agonist -1.
CCC1(O)CCN(C(=O)C(C)Oc2ccc(Cl)cc2Cl)CC1 (stereo not given) was read as hcGAS inh -6&-5, mcGAS inh -1 and NPYLR7 agonist -2&-2.
`COC[C@@H]1[C@H](NC(=O)Cn2nccn2)[C@@H]2CCO[C@H]12` gave hcGAS inh 1 and mcGAS inh -3.
Cc1cc(C)n(C2CCN(C(=O)c3cc(-c4cccn4C)n[nH]3)C2)n1 (stereo not given) was read as hcGAS inh -8, mcGAS inh -16 and NPYLR7 agonist -4.
CCN(CCN1CCOCC1)C1CCCNC1 (stereo not given) was read as hcGAS inh -4 and NPYLR7 agonist 3.
Screening Cc1ccc(S(=O)(=O)N2CCN(C(C)C(=O)NC(C)C3CC4CCC3C4)CC2)s1 (stereo not given) returned hcGAS inh -1 and NPYLR7 agonist -1.
For CN(C)CCN(Cc1ccccc1)C(=O)c1cc(-c2ccc(F)cc2)n2nc(C(C)(C)C)cc2n1 the results were hcGAS inh -5, mcGAS inh -10 and NPYLR7 agonist 5.
`COCCn1cc(C(=O)Nc2nnc(C)s2)c2nn(-c3ccccc3)c(=O)c-2c1` gave hcGAS inh -6, mcGAS inh -11 and NPYLR7 agonist 19.
Screening N#Cc1ccccc1C(=O)N1CCN(Cc2cccc(-c3noc(-c4cccc(Cl)c4)n3)c2)CC1 returned hcGAS inh -4, mcGAS inh -4 and NPYLR7 agonist 3.
Cc1ccc(CNC(=O)CSc2nc3c(-c4ccccc4)c[nH]c3c(=O)n2C2CC2)cc1 was read as hcGAS inh -6, mcGAS inh -7 and NPYLR7 agonist -1.
For CCc1cc(C(=O)Nc2cccc(C(N)=O)c2)sc1C the results were hcGAS inh 3 and NPYLR7 agonist -8.
For CC(=O)Oc1c(-c2ccc(N)cc2)c(C2CC2)nn1-c1ccc(C)cc1 the results were hcGAS inh 7 and NPYLR7 agonist 20.
C[C@]12CCC3c4ccc(O)cc4CCC3C1CCC2=O (stereo not given in full) was read as hcGAS inh -2 and NPYLR7 agonist -4.
For O=C(c1cccc2ccccc12)N1CCN(c2nccc(-c3ccc(Oc4ccccc4)cc3)n2)CC1 the results were hcGAS inh -10, mcGAS inh -9 and NPYLR7 agonist 5.
Screening CC(C)CN1CC(C(=O)NCc2cnn3ccccc23)CC1=O (stereo not given) returned hcGAS inh -3, mcGAS inh 0 and NPYLR7 agonist -3.
`CCOc1cc(/C=c2\sc3nc4cc(Br)cnc4n3c2=O)ccc1O` gave hcGAS inh -8 and NPYLR7 agonist 5.
Screening CC(Oc1ccc(-c2nnco2)cc1)C(=O)NC1CCCCC1 (stereo not given) returned hcGAS inh -15, mcGAS inh -9 and NPYLR7 agonist 1.
Screening CC(C)c1nnc(SCc2ccc(CSc3nnc(C(C)C)n3N)cc2)n1N returned hcGAS inh -2 and NPYLR7 agonist -19.
`CCCCN(C=O)c1c(CC)nc2c(OCc3ccccc3C(=O)OC)cccn12` gave hcGAS inh -5, mcGAS inh -2 and NPYLR7 agonist 4.
For NC(=O)OCC(COC(N)=O)c1ccccc1 the results were hcGAS inh -2&-3, mcGAS inh -3 and NPYLR7 agonist -7&-1.
Screening O=C(NCc1ccccc1)c1cn(Cc2ccccc2)nc1OCc1ccccc1 returned hcGAS inh -6, mcGAS inh -8 and NPYLR7 agonist 9.

Source: PubChem BioAssay (Fisher Drug Discovery Resource Center)
